# High-throughput results (PubChem BioAssay)
# D2 ag = activates the human D2 dopamine receptor. P14416. HEK293 T-REx D2 cells, calcium flux agonist mode. activation, % at 2 µM. 340,000 compounds, 0.53% hits. AID 485358;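 active = activation over 3 SD above normal in the single-dose calcium agonist read, cut at about 30% in these data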; also: 0% is about no effect
# Target sequence (P14416 whole entry, looked up): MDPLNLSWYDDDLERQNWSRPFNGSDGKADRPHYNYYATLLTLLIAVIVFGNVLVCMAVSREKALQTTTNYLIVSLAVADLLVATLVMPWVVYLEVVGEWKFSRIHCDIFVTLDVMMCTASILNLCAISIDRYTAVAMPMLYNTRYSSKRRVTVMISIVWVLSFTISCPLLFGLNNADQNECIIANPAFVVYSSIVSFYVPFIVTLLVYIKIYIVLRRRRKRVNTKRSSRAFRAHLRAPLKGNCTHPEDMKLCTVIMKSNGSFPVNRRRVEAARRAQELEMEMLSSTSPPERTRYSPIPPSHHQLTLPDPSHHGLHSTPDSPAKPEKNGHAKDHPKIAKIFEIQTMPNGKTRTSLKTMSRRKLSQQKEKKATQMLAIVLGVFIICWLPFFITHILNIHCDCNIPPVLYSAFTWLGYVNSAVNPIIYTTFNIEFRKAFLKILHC
#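 Calcium-flux readout, 1 cycle/sec over 180 s following compound pin transfer, in inducible HEK293 Trex D2 cells (force-coupled); dopamine controls included. Positive calcium responses during this window marked compounds as potential agonists.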
# rTrxR1 inhibitor = inhibitors of rat thioredoxin reductase 1. O89049. recombinant rTrxR1, NADPH fluorescence consumption, selenite substrate. Potency, µM (series often up to 114 µM), without a hit: at the highest dose activity change, negative = inhibition, usual class: inhibitors. 390,000 compounds, 1% hits. AID 588453; also: potency is read from the fitted curve at half-maximal effect; % is scaled to controls: 0 for no effect and ±100 for the full control effect; nearly all actives have a fitted effect of over 65% in size
#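 Rat TrxR1 (90 nM in the dispensed reagent) was pre-reduced with 400 uM NADPH for 5 min at room temperature, then incubated with compound for 15 min. After 400 uM selenite was added, NADPH fluorescence (Ex 340/Em 450 nm) was followed for 8 min.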
# D2 antagonist = antagonists of human D2 dopamine receptor; P14416; HEK293 TREx D2 cells, calcium flux, dopamine EC80; inhibition, % at 10 µM; 340,000 compounds, 2% hits; in the data active = inhibition above about 30%; also: 0% is about no effect
#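 Dopamine at EC80 is the agonist stimulus; test compounds precede it by 180 s. Calcium flux read kinetically in a force-coupled, inducible HEK293 T-REx D2 cell line.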
# IDH1 R132H inh = inhibitors of human mutant IDH1 R132H; IDH1-R132H enzyme, NADPH consumption, diaphorase/resazurin fluorescence; 390,000 compounds, 0.093% hits; Potency, µM (series often up to 76.6 µM), for the others: top-dose activity change, negative = inhibition, usual class: inhibitors; AID 602179; also: potency is read from the fitted curve at half-maximal effect; % is scaled to controls: 0 for no effect and ±100 for the full control effect; nearly all actives have a fitted effect of over 65% in size
# Target sequence (O75874 whole entry R132H, stated change not applied): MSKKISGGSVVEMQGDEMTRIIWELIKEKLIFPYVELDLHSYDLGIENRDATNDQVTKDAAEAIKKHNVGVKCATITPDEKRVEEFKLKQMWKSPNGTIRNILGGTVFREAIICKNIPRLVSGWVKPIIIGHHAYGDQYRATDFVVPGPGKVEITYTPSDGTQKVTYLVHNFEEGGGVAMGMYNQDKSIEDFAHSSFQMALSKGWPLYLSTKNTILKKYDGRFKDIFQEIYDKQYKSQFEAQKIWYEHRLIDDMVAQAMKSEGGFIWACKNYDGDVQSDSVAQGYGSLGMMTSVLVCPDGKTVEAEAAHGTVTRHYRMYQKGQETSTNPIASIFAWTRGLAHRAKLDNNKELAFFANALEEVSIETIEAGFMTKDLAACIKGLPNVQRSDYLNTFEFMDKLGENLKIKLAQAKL
#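 IDH1-R132H (0.5 ug/mL) preincubated 30 min with compound, then NADPH (0.016 mM) and alpha-KG (2 mM) added; 80 min at RT, pH 7.5. Remaining NADPH coupled via diaphorase/resazurin to fluorescence (540/590 nm); concentration-response curves normalized to no-enzyme control.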
# TRHR enhancer = allosterically enhances the human TRH receptor; P34981; TRHR cells, fluo-8 calcium fluorescence, EC20 TRH enhancement; enhancement, % at 2 µM; 360,000 compounds, 0.66% hits; AID 493056; in the data active = enhancement above about 30%; also: 0% is about no effect
#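 TRHR-expressing cells loaded with fluo-8 calcium dye were read kinetically (ex 480/em 530) during compound addition, then stimulated with an EC20 of TRH (10 nM final). Enhancement of the Gq-mediated intracellular calcium response was scored.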
# TRHR ag = activates the human TRH receptor; P34981; TRHR cells, calcium flux fluo-8, FDSS agonist mode; activation, % at 2 µM; 360,000 compounds, 0.18% hits; AID 493084; in the data active = activation above about 30%; also: 0% is about no effect
#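 Agonist-mode FDSS calcium read (Ex 480/Em 530, 1 s cycles) in 1536-well TRHR cells with fluo-8 dye, after 10-cycle baseline and 23 nL compound addition; TRH at EC20 (10 nM final) added afterwards for the enhancer phase.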
# TrxR1 substrate = is turned over as a substrate by rat TrxR1; purified TrxR1 substrate turnover, NADPH consumption readout; Potency, µM (titrated, usually from 114 µM), without a hit: at the top dose activity change, negative = substrate turnover; 390,000 compounds, 0.01% hits; AID 588456; also: potency is read from the fitted curve at half-maximal effect; % is scaled to controls: 0 for no effect and ±100 for the full control effect; nearly all actives have a fitted effect of over 50% in size
#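 Rat TrxR1, dispensed at 90 nM, was prereduced with 400 uM NADPH (final) for 5 min at ~22 deg C, then incubated with compound 15 min before 400 uM selenite. A first-read NADPH fluorescence drop versus no-compound background flagged substrates.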
# USP1 inh = USP1/UAF1 (human) deubiquitinase inhibition; recombinant USP1/UAF1, Ub-Rhodamine cleavage fluorescence; Potency, µM (titrated, usually from 57.1 µM), inactives show at the top dose activity change, negative = inhibition, actives largely listed as inhibitors; 390,000 compounds, 0.23% hits; also: potency is read from the fitted curve at half-maximal effect; % is scaled to controls: 0 for no effect and ±100 for the full control effect; nearly all actives have a fitted effect of over 60% in size; inactives centre near -12
#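 USP1/UAF1 complex (1 nM) preincubated 15 min at room temperature with compound, then Ub-Rho substrate (150 nM final) added. Kinetic fluorescence at 480/540 nm over 6 reads at 60 s intervals; 50 mM HEPES pH 7.8, 0.5 mM EDTA, 0.1 mg/ml BSA, 1 mM TCEP, 0.01% Tween-20.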
# PI4K2A inh = blocks human PI4K2A kinase activity; purified PI4K2A, ADP-Glo luminescence, 1 h; stronger effect = lower value; Q9BTU6; 420,000 compounds, 0.13% hits; AID 1346378; activity change, negative = inhibition, % at 76.9 µM; in the data active = activity change below about -50%; inconclusive = mostly about -30% to -49%;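 also: -100% = wells without enzyme as full effect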
#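 ADP-Glo luminescence measured ADP generated by PI4K2A enzyme (4 ug/mL before mixing) with 1.2 mM PI substrate (pre-mix) and 300 microM ATP (pre-mix). Tris pH7.5 buffer with MgCl2, Triton X-100; 1 h reaction at ambient temperature.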
# An asterisk follows results filed as active; ? = inconclusive; . = not tested or not shown; [ ] = remark or other dose. Unless noted, calls follow the shape of the dose curve; as a rule, active = well fitted inhibition curve with a large enough effect; inconclusive = small, poorly fitted or top-dose-only effect; inactive = no such curve, though single readings can be large or run the other way.
# Start of the data: the first six compounds as a preview:
SMILES,D2 ag,rTrxR1 inhibitor,D2 antagonist,IDH1 R132H inh,TRHR enhancer,TRHR ag,TrxR1 substrate,USP1 inh,PI4K2A inh
O=C(NCC1CCC(C(=O)O)CC1)c1cccnc1 (stereo unspecified),4.3,3%,2,-4%,3,-0.5,10%[57.1 µM],-8%,2
CCc1ccc(NC(=O)C2CCN(c3cc(C)nc4c(-c5ccc(Cl)cc5)c(C)nn34)CC2)cc1,0.3,21%,.,-3%,5,0.2,4%,-20%,0
CN(C)S(=O)(=O)c1ccc2[nH]cc(/C=C/c3nc4ccccc4c(=O)n3-c3ccccc3)c2c1,0.6,38%[activator],5,-2%,-7,0.2,64%[activator],-17%,-10
Nc1cc2ccccc2oc1=O,0.1,-6%,7,0%,5,0.5,-6%,-25%,1
COc1ccc(NC(=O)CN(C)C(=O)CC2CCCC2)cc1,0.4,9%[57.1 µM],-8,12%,3,0.0,0%[57.1 µM],-2%,-6
Cc1c(N2C(=O)/C(=C\c3cccc4ccccc34)SC2=S)c(=O)n(-c2ccccc2)n1C,-0.6,-2%[57.1 µM],11,-7%,4,-0.9,-14%,-7%,-2

# Results, from the start:
SMILES,D2 ag,rTrxR1 inhibitor,D2 antagonist,IDH1 R132H inh,TRHR enhancer,TRHR ag,TrxR1 substrate,USP1 inh,PI4K2A inh
O=C(NCC1CCC(C(=O)O)CC1)c1cccnc1 (stereo unspecified),4.3,3%,2,-4%,3,-0.5,10%[57.1 µM],-8%,2
CCc1ccc(NC(=O)C2CCN(c3cc(C)nc4c(-c5ccc(Cl)cc5)c(C)nn34)CC2)cc1,0.3,21%,.,-3%,5,0.2,4%,-20%,0
CN(C)S(=O)(=O)c1ccc2[nH]cc(/C=C/c3nc4ccccc4c(=O)n3-c3ccccc3)c2c1,0.6,38%[activator],5,-2%,-7,0.2,64%[activator],-17%,-10
Nc1cc2ccccc2oc1=O,0.1,-6%,7,0%,5,0.5,-6%,-25%,1
COc1ccc(NC(=O)CN(C)C(=O)CC2CCCC2)cc1,0.4,9%[57.1 µM],-8,12%,3,0.0,0%[57.1 µM],-2%,-6
Cc1c(N2C(=O)/C(=C\c3cccc4ccccc34)SC2=S)c(=O)n(-c2ccccc2)n1C,-0.6,-2%[57.1 µM],11,-7%,4,-0.9,-14%,-7%,-2
O=C(O)CSC(C(=O)Nc1ccc(Br)cc1)c1ccc(Cl)cc1 (stereo unspecified),0.6,0%,9,4%,-8,-0.5,-1%,-25%,-3
Cc1cc(C)c2c(=O)c(/C=C3\NC(=S)NC3=O)coc2c1,2.0,.,-1,.,-1,1.0,.,.,.
Cc1ccc2nc(Nc3ccc(C)c(C)c3)c3nncn3c2c1,.,80%[activator],.,-2%,-13,0.7,103%[activator],-12%,-2
CCOC(=O)c1nnn(-c2nonc2N)c1-c1cccc2ccccc12,-0.3,23%[57.1 µM],0,7%,-1,-1.0,9%[57.1 µM],-3%,8
CCc1ccc(OCc2nnc(SCC(=O)Nc3cccc(C(=O)N4CCOCC4)c3)o2)cc1,1.1,3%,-9,0%,-1,0.3,-11%,-12%,10
C=CCn1c(SCc2csc(C)n2)nc2sc3c(c2c1=O)CCC(C)C3 (stereo unspecified),0.1,-5%,-4,0%,-4,-0.2,-11%,-11%,1
CCn1c(SCC(=O)N2CCCc3ccccc32)nnc1-c1cccs1,-0.6,9%,6,14%,0,-0.6,9%,-9%,-1
CCOC(=O)c1ccc(NC(=O)C(CC)Sc2nncn3c2cc2oc(C)cc23)cc1 (stereo unspecified),0.6,5%,.,16%,10,0.3,3%,-20%,-3
CCN(C[C@H]1N[C@@](CC)(C(=O)OC)[C@H]2C(=O)N(Cc3ccccc3)C(=O)[C@@H]12)C(=O)Nc1ccc(Cl)cc1,.,4%,.,-6%[38.3 µM],.,.,-2%,-28%,-7
Cc1ccc2oc(/N=C(\N)NC(=O)C(C)(C)C)nc2c1,-0.4,40%,-7,4%,-1,0.0,17%,-1%,-5
O=S(=O)(N/N=C\c1cccc(F)c1)c1ccccc1,.,-3%,.,0%,4,-0.3,-6%,-15%,-4
CNC(=O)c1c(NC(=O)/C=C/c2ccccc2)sc2c1CCC2,-0.1,-13%[57.1 µM],.,12%,-2,-0.5,4%[57.1 µM],-16%,0
Cc1nn(C)cc1C(C)Nc1nc2nonc2nc1N1CCCCC1 (stereo unspecified),0.8,-12%,-5,11%,33*,-0.7,-11%,-4%,0
Cc1cccc2cc(CN(Cc3ccc(F)cc3)C(=O)C(F)(F)F)c3nnnn3c12,.,24%,.,1%,3,0.0,6%,-13%,-1
Cc1cc(C)cc(C(=O)NC(CC(N)=O)c2ccc(N3CCN(c4ccccn4)CC3)c([N+](=O)[O-])c2)c1 (stereo unspecified),-0.3,10%[57.1 µM],15,2%,-1,-0.2,-2%[57.1 µM],-16%,-1
CCn1cnc2c1c(=O)n(CC(=O)NCc1ccccc1)c(=O)n2Cc1ccccc1,-0.3,20%[11.4 µM],-5,2%,3,-0.3,0%[11.4 µM],-23%,-1
CCCN(CCC)c1ccc(/C=C/c2ccc3cc(OCC)ccc3n2)cc1,38*,-9%,-6,0%,-4,35*,-8%,-4%,5
O=C(COc1ccc(Br)cc1)NN1C(=O)c2ccccc2C1=O,.,30%[57.1 µM],.,6%,.,.,7%[57.1 µM],3%,-1
N#Cc1ccccc1OCC(=O)Nc1nnc(C2CC2)s1,-0.4,-9%,-25,-8%,3,-0.1,-7%,-4%,-4
O=C1OCC2=C1C(c1ccc(F)cc1)Sc1ccccc1N2 (stereo unspecified),2.9,-4%,-11,16%,4,-0.7,2%,-8%,-1
COc1cc(C(=O)N2CCN(C(=O)c3ccco3)CC2)cc(OC)c1OC,-0.2,13%[57.1 µM],0,5%,4,-0.7,-1%[57.1 µM],-4%,9
COc1cccc2cc(C(=O)C3=C(O)C(=O)N(CCN4CCOCC4)C3c3ccc(C)o3)oc12 (stereo unspecified),-0.2,79µM*,7,9%,-8,-0.6,-12%,?,0
O=C(O)c1cc(S(=O)(=O)N2CCN(S(=O)(=O)c3ccccc3)CC2)ccc1Cl,2.1,14%,4,4%,4,0.3,0%,-19%,-1
O=S(=O)(c1ccc(Cl)cc1)N1CCCN(c2ccc(C(F)(F)F)cn2)CC1,-0.7,10%[57.1 µM],-2,4%,-3,1.5,-21%[57.1 µM],-9%,2
CC1N(C(=O)N2CCOCC2)CCN1S(=O)(=O)c1ccc(Cl)cc1 (stereo unspecified),0.5,8%,14,-1%,8,0.0,-4%,-3%,0
Cc1ccc(NC(=O)CSCC(=O)N(CCC(C)C)c2c(N)n(Cc3ccccc3)c(=O)[nH]c2=O)cc1,0.0,6%,-7,-5%,9,0.0,-5%,-9%,14
O=[N+]([O-])c1cc(CN2CCC(O)CC2)ccc1Cl,0.3,7%[57.1 µM],24,2%,-9,0.4,-3%[57.1 µM],-3%,2
CCOC(=O)Cc1csc(N/N=C\c2ccc(N(C)C)cc2)n1,-0.1,10%,-9,0%,4,-0.3,0%,-17%,0
CC(=O)N1CCCc2cc(S(=O)(=O)N(C)CC(=O)Nc3ccc(C)cc3C)ccc21,-0.3,25%[57.1 µM],.,0%,1,-0.3,8%[57.1 µM],-10%,-3
Cc1ccc(C)c(NC(=O)CCN2CCCCC2)c1,-1.2,5%,-7,1%,-3,-0.5,-4%,-18%,-2
Cc1ccc(N2CC(C(N)=O)CC2=O)cc1 (stereo unspecified),-0.2,14%,-5,7%,-3,0.0,9%,-7%,-1
CCc1ccc(NC(=O)CN(c2ccc(C)cc2)S(=O)(=O)c2cccs2)cc1,-0.8,-2%,.,-8%,-2,1.5,-5%,-9%,1
CCc1c(O)nc(SCC(=O)Nc2ccc3c(c2)CCC3)[nH]c1=O,-0.2,7%[57.1 µM],-2,4%,4,-0.9,-10%,-4%,0
O=C(COc1ccc(Cl)cc1)NNC(=O)c1ccncc1,0.5,4%,-18,7%,6,0.0,-4%,0%,-3
Cc1ccc(NC(=O)CSc2nnc(-c3cccs3)n2Cc2ccco2)cc1,-0.6,-10%,17,1%,-3,0.5,-5%,-17%,-2
C=C1CCN([C@@H](Cc2ccccc2)C(=O)NCc2ccc(Cl)cc2)S(=O)(=O)c2ccccc21,.,3%[57.1 µM],.,3%,.,.,5%[57.1 µM],-14%,-3
COc1ccccc1NC1CCCCC1NS(=O)(=O)c1ccc(C)cc1 (stereo unspecified),-0.3,1%,-3,-4%,-6,1.6,-4%,-14%,3
CCc1cccc2c(-c3ccccc3)nc(SCC(=O)Nc3ccccc3OC)nc12,1.6,28%,.,15%,8,1.7,-1%,-4%,-11
CC(=O)C1=C(C)Nc2ncnn2C1c1cccc(O)c1 (stereo unspecified),-1.1,-6%,-6,-6%,4,-2.1,-13%,-18%,5
CC1CC(C)CN(c2oc(Cc3ccccc3)nc2C#N)C1 (stereo unspecified),0.9,4%,-5,5%,-7,-0.4,-1%,0%,-1
COc1ccc(CCCC(=O)NCC(=O)N/N=C/c2cc(Cl)ccc2OC)cc1,0.4,-16%,-15,25%,-3,0.0,-9%,-7%,0
Cc1cc(Cl)ccc1OC(C)C(=O)NCCCCc1ccccc1 (stereo unspecified),.,-4%,.,0%,1,-0.2,-14%,-5%,0
CCCOc1ccc(Cl)cc1/C=C1/C(=O)ON=C1C,.,?,.,5%,-5,-0.3,10%,-14%,4
O=C(CNC(=O)C(c1ccccc1)c1ccccc1)N/N=C/c1ccc(O)cc1O,5.6,15%,-3,-3%,4,0.7,3%,-18%,13
